# CHRM1 agonist – agonists of human M1 muscarinic receptor | activation, % at 3 µM | actives 0.33% (n = 360,000) | AID 588814 | CHO-K1 hM1, Fluo-8 calcium fluorescence, agonist mode; 0% DMSO, 100% acetylcholine EC100;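 active means activation above the run's mean compound activation plus 3 SD, cut at about 16% in these data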;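 further: peak over basal fluorescence ratio within a 140 s kinetic read after compound addition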
# OXTR ag – agonists of human oxytocin receptor; P30559; CHO-OTR cells, Fluo-8 calcium fluorescence; normalized: DMSO 0%, oxytocin 100%; activation, % at 3 µM; actives 0.32% (n = 320,000); AID 2435;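 active means activation above the mean of all tested compounds plus 3 SD, cutoff set per screening run, cut at about 20% in these data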;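 further: peak over basal fluorescence ratio from a 100 s FLIPR kinetic read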
# Target sequence (P30559 whole entry, looked up): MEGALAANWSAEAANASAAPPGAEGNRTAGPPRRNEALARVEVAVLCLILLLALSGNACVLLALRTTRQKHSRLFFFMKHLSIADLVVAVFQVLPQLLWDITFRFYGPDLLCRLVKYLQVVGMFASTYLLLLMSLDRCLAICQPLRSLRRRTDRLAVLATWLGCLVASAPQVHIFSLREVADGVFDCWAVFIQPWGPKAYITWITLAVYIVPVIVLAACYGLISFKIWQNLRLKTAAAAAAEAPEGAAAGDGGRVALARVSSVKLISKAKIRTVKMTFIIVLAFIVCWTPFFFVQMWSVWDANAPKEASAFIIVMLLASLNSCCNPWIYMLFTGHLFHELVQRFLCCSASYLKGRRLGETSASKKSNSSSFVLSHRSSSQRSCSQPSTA
# V1R ag counter – counter-screen for oxytocin receptor agonists: human V1a receptor agonists; P37288; CHO-V1R cells, Fluo-8 calcium fluorescence, agonist mode; 0% DMSO, 100% 3 nM vasopressin; activation, % at 3 µM; actives 0.25% (n = 320,000); AID 2797;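 active means activation above the mean activation of all tested compounds plus 3 SD, per screening run, cut at about 20% in these data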;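 further: signal is peak over basal fluorescence ratio across a 100 second FLIPR read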
# Target sequence (P37288 whole entry, looked up): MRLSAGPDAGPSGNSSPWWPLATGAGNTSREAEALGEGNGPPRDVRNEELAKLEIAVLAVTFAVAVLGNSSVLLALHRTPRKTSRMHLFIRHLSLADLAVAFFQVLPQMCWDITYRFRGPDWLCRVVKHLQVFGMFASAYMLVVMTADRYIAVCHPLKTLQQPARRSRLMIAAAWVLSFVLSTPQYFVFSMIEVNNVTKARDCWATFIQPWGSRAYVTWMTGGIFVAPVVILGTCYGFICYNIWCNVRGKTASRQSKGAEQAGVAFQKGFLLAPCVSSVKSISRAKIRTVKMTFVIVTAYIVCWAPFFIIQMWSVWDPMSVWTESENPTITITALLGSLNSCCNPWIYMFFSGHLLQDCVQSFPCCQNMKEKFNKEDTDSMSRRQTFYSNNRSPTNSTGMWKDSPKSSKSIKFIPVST
# CHRM1 antagonist – blocks human M1 muscarinic receptor; P11229; CHO-K1 hM1, Fluo-8 calcium fluorescence, ACh EC80 antagonist; inhibition, % at 3 µM; actives 1.3% (n = 360,000);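 active means percent inhibition above its own plate's cutoff, namely the mean of that plate's compound wells plus 3 SD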;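 further: peak over basal fluorescence ratio during 140 s after agonist addition; 0% = ACh EC80 plus DMSO and 100% = DMSO alone without agonist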
# CHRM1 PAM – potentiates human M1 receptor response to acetylcholine. P11229. CHO-K1 hM1, Fluo-8 calcium fluorescence, ACh EC20; 0% = ACh EC20, 100% = maximal ACh. activation, % at 3 µM. actives 0.088% (n = 360,000). AID 588819; in the data active means activation above about 19%, passing the limit was not always enough
# TAAR1 agonist – human TAAR1 agonism | Q96RJ0 | CHO RD-HGA16 TAAR1, Fluo-8 calcium fluorescence; vehicle wells 0%, saturating PEA agonist 100% | activation, % at 3 µM | actives 0.99% (n = 360,000) | AID 624467;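 active means activation above the mean activation of all test compounds in the run plus 3 SD, cut at about 38% in these data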
#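 Assay system: CHO-derived RD-HGA16 cells with stable Gα16 and human TAAR1; timing: 17-24 h seeding, 75 min 37 °C dye, 30 min RT; read-out: % activation from peak over basal fluorescence ratio, DMSO-to-PEA scaled; measured by: kinetic Fluo-8 calcium fluorescence; benchmarks: low control DMSO, high control PEA (EC100); doses: 3 µM single concentration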
# TAAR1 antag – human TAAR1 antagonism; Q96RJ0; CHO RD-HGA16 TAAR1, Fluo-8 calcium fluorescence, antagonist; inhibition, % at 3 µM; actives 1.5% (n = 360,000);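 active means inhibition above a per-plate cutoff, the mean inhibition of test compounds on that plate plus 3 SD, cut at about 49% in these data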;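 further: 0% = DMSO plus EC80 beta-PEA response and 100% = DMSO alone without agonist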
#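 System: RD-HGA16 CHO cells with stable hTAAR1 and Gα16 | Probe or stimulus: EC80 β-phenethylamine stimulus | Dosing: 3 µM, single point | Times: Dye loading 75 min at 37 °C, then 30 min room temperature | Measured by: Fluo-8 calcium-sensitive fluorescence | Read-out basis: % inhibition of agonist calcium response | Replicates: n of 1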
# CHO parental Ca – signal in parental CHO cells, OX1R antagonist counter-screen. parental CHO-K1, ATP-induced calcium, Fluo-8 fluorescence. inhibition, % at 5.6 µM. actives 0.63% (n = 330,000);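 active means inhibition above that plate's mean sample inhibition plus 3 SD, cut at about 26% in these data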;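 further: 0% = ATP-challenged DMSO wells and 100% = DMSO wells without ATP; some compounds past the cut are filed as inactive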
#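 Measured by: calcium-sensitive Fluo-8 fluorescence / Test system: CHO parental line / Controls: ATP-challenged DMSO wells low, unchallenged DMSO wells high / Measure: % inhibition / Compound: single nominal dose of 5.6 µM per compound / Replicates: single well per compound, no replicates / Reagent: ATP as calcium-mobilizing challenge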
# OXTR potentiate – potentiates the human oxytocin receptor response. CHO-OTR cells, Fluo-8 calcium fluorescence, potentiator mode; 0% = oxytocin EC15, 100% = EC100. P30559. AID 2445. actives 0.061% (n = 320,000). activation, % at 3 µM;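 active means activation above that plate's cutoff, the mean activation of tested compounds plus 3 SD, cut at about 6.6% in these data, passing the limit was not always enough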;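 further: 100% uses oxytocin at 75 nM as the full agonist control; some results filed as inactive read as strong as hits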
#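 assay system = CHO-OTR cells, human receptor | schedule = compound 6 min at room temperature before oxytocin, 100 s read | detection = Fluo-8 intracellular calcium fluorescence, ex 470-495, em 515-575 nm | evaluation = normalized max/min fluorescence ratio, % activation | control set = EC15 oxytocin alone as 0%, 75 nM oxytocin (EC100) as 100%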
# The depositor's hits bear a star; / = no result given. This is a random part of the collection, and some 3.7% of all compounds hit somewhere here.
SMILES,CHRM1 agonist,OXTR ag,V1R ag counter,CHRM1 antagonist,CHRM1 PAM,TAAR1 agonist,TAAR1 antag,CHO parental Ca,OXTR potentiate
C=C(C)Cn1c(C2CC(=O)N(c3ccccc3F)C2)nc2ccccc21 (configuration not stated),-4,-0.4,-0.5,9,-8,10,9,-7,-7
Cc1cc(OCc2cc(C(=O)NCC3(C)COC3)no2)cc(C)c1Cl,-1,19,10.0,12,-2,31,14,-6,-16
CCOC(=O)c1cnn(CCOC(=O)c2cccs2)c1NC(=O)c1cccs1,-3,/,/,9,0,4,17,/,/
CCCCC(=O)Nc1ccc(C)c(S(=O)(=O)N2CCCCCC2)c1,0,2.0,3.6,4,8,5,-11,-30,-2
CC(C)C(=O)N1N=C(c2ccc(NS(C)(=O)=O)cc2)CC1c1cccs1 (configuration not stated),-2,-0.5,0.9,3,2,0,-1,3,-6
O=C(COC(=O)c1cc(-c2ccccc2)nc2ccccc12)Nc1ccc2c(c1)OCO2,5,0.2,0.1,10,-1,1,24,-5,0
C#CCn1c(=NC(=O)CN2C(=O)CCC2=O)sc2cccc(OC)c21,-3,0.9,0.9,-15,7,0,3,-14,-2
CN(C(=O)c1cccc(NC(=O)Cc2cccc(NC(=O)C3CCN(C(=O)C4CCCC4)CC3)c2)c1)C1CCC1,-7,/,/,-18,14,3,-22,/,/
CC(=O)c1cccc(NC(=O)C2Cc3c(-c4ccco4)ccnc3O2)c1 (configuration not stated),6,/,/,4,-6,12,15,/,/
CN(C)c1cccc(C(=O)N/N=C/c2ccsc2)c1,-9,0.4,0.7,-11,10,6,0,-1,-4
CC1(C)CC(c2nc(-c3ccc(Br)cc3)cs2)CCS1 (configuration not stated),-3,-0.6,0.5,-9,6,-1,-22,-14,0
O=C(c1c(F)cccc1Cl)N1CCN(S(=O)(=O)c2ccc3c(c2)OCCCO3)CC1,-1,1.2,10,1,1,0,10,-16,-10
Cc1cc(=O)[nH]c(SCC(=O)N2CCCCCC2)n1,-2,0.1,0.7,-2,8,0,-5,-9,-19
Cc1onc(-c2c(Cl)cccc2Cl)c1/C(N)=N/OC(=O)C(C)(C)C,-4,-3.5,-0.3,-9,8,11,1,-18,-1
COc1cccc(NC(=O)CCCNC(=O)Cn2cnc3sc(C)c(C)c3c2=O)c1,3,-0.6,0.0,-18,18,5,-18,-19,-3
CC(=O)Nc1c(-c2ccccc2)nc2ncccn12,-3,-0.3,-0.7,-4,3,1,-2,5,-7
O=C(Nc1ccccc1)c1ccc2c(c1)OCCO2,-2,-1.1,0.0,6,2,0,3,-7,-10
CC(C)CCNC(=O)Cn1c(NCCC(C)C)nc2c1c(=O)n(C)c(=O)n2C,/,0.0,-0.6,/,/,/,/,-7,-2
CCOC(=O)N1CCN(S(=O)(=O)c2ccc(C(=O)N(CCCN(C)C)c3nc4cc(OC)ccc4s3)cc2)CC1,-6,7.2,3.8,0,-2,8,-20,-13,-11
CN(c1ccccc1)c1nc(-n2ccnc2)nc(-n2ccnc2)n1,-6,-1.9,0.7,-14,-8,4,6,-10,-11

# A second format for some results above.
> O=C(Nc1ccccc1)c1ccc2c(c1)OCCO2
  CHRM1 agonist: -2
  OXTR ag: -1.1
  V1R ag counter: 0.0
  CHRM1 antagonist: 6
  CHRM1 PAM: 2
  TAAR1 agonist: 0
  TAAR1 antag: 3
  CHO parental Ca: -7
  OXTR potentiate: -10

> CC(C)CCNC(=O)Cn1c(NCCC(C)C)nc2c1c(=O)n(C)c(=O)n2C
  CHRM1 agonist: /
  OXTR ag: 0.0
  V1R ag counter: -0.6
  CHRM1 antagonist: /
  CHRM1 PAM: /
  TAAR1 agonist: /
  TAAR1 antag: /
  CHO parental Ca: -7
  OXTR potentiate: -2

> CCOC(=O)N1CCN(S(=O)(=O)c2ccc(C(=O)N(CCCN(C)C)c3nc4cc(OC)ccc4s3)cc2)CC1
  CHRM1 agonist: -6
  OXTR ag: 7.2
  V1R ag counter: 3.8
  CHRM1 antagonist: 0
  CHRM1 PAM: -2
  TAAR1 agonist: 8
  TAAR1 antag: -20
  CHO parental Ca: -13
  OXTR potentiate: -11

> CN(c1ccccc1)c1nc(-n2ccnc2)nc(-n2ccnc2)n1
  CHRM1 agonist: -6
  OXTR ag: -1.9
  V1R ag counter: 0.7
  CHRM1 antagonist: -14
  CHRM1 PAM: -8
  TAAR1 agonist: 4
  TAAR1 antag: 6
  CHO parental Ca: -10
  OXTR potentiate: -11

# The list continues:
SMILES,CHRM1 agonist,OXTR ag,V1R ag counter,CHRM1 antagonist,CHRM1 PAM,TAAR1 agonist,TAAR1 antag,CHO parental Ca,OXTR potentiate
COc1ccc(CNCC(=O)Nc2ccccc2-n2cccc2)cc1,0,1.5,0.4,-10,7,10,-19,-26,-3
CCOC(=O)c1ccc(S(=O)(=O)N2CCN(C(=O)C3CSC4(C)CCC(=O)N34)CC2)cc1 (configuration not stated),-3,-2.6,-0.4,-18,15,2,-10,-17,-2
CC(C)(C)c1ccc(-c2nc(C#N)c(NCCCn3ccnc3)o2)cc1,-6,7.0,2.3,-7,2,10,-28,-40,-7
CC(C)[C@H](NC(=O)c1ccccc1)C(=O)OCC(=O)N1CC(=O)Nc2ccccc21,-3,0.1,-0.1,-12,14,0,-9,-9,-4
COc1cccc(N2CCN(C(=O)c3ccc4nc(N5CCCCC5)sc4c3)CC2)c1,-6,-1.4,0.5,-7,1,-1,13,-19,7
CCN1CCc2c(sc(NC(=O)c3ccc(S(=O)(=O)N4CCCC4)cc3)c2C(=O)NC)C1,-5,-0.7,0.5,-9,4,1,4,-27,2
O=C(NC(=S)Nc1ccc(Cl)c(C(=O)O)c1)c1ccc(OCc2ccccc2)cc1,-5,1.7,0.6,-7,7,-2,-7,13,1
CC1CC(C)CN(CCC(=O)Nc2ccc(Br)cc2)C1 (configuration not stated),-6,8.3,3.4,-9,8,11,-1,-8,-11
CCCc1nn(C)c2c(=O)[nH]c(-c3cc(S(N)(=O)=O)ccc3OCC)nc12,-7,/,/,-12,8,0,3,/,/
Cc1csc(=O)n1CCC(=O)OCC(=O)NNC(=O)c1ccc(Br)cc1,-4,-0.6,0.1,-10,13,8,-4,-16,-4
O=C(c1cc2ccccc2oc1=O)N1CCN(CCc2ccccc2)CC1,-6,1.4,0.8,15,-5,4,16,-18,-5
COc1ccc(C(=O)O/N=C/c2c(C(F)(F)F)nn(C)c2SCc2ccccc2Cl)cc1,-7,-0.8,0.6,14,-20,5,-13,-19,-6
O=[N+]([O-])c1ccccc1NCc1c(O)ccc2ccccc12,-1,-0.3,-0.5,-11,17,3,9,-11,-18
Cc1ccc(C(=O)NCCCNC(=O)c2ccc(Cl)cc2)cn1,-1,-0.5,-1.1,-11,10,0,-20,-6,-3
Cc1cccc(OCC(=O)NCC2CCCO2)c1C (configuration not stated),-6,-0.6,0.1,3,3,1,-16,-3,-3
NC(=O)[C@@H]1CCCN1C(=O)c1ccc2nc(Cc3ccccc3F)oc2c1,-4,-0.3,0.0,3,0,1,-17,2,1
CCOc1ccc(-c2cnc(N)n2C)cc1,-2,-0.4,-0.4,0,1,4,-7,-20,-10
CCOc1cc(/C=N\NC(=O)C2C(=O)NCC2c2ccccc2)ccc1OC (configuration not stated),-2,0.7,0.6,21,-11,-2,-5,-11,-2
O=C(/C=C/Nc1ccc(Oc2ccccc2Cl)cc1)c1ccco1,-15,-1.0,-0.4,-14,-2,-1,41,-12,-11
COc1ccc(Nc2cccc3ccccc23)cc1,-4,-2.0,0.2,-3,3,0,13,-9,-13
Cc1ccc(N=C2C(=O)Nc3ccccc32)cc1C,0,0.2,-0.2,-11,4,1,-15,-2,-14
CCC(C(=O)Nc1ccc(C(C)C)cc1)c1ccccc1 (configuration not stated),29*,42*,41*,37*,-8,95*,84*,54*,-23
COc1ccc(Cl)cc1S(=O)(=O)N1CCN(Cc2ccc3c(c2)OCO3)CC1,-4,-0.4,1.2,-1,2,4,-7,-23,0
COC(=O)c1cc(S(=O)(=O)NCCc2cccc(C)c2)cn1C,1,0.6,1.0,-13,12,2,-17,-6,-7
CN(C)c1cccc(C(=O)NNC(=O)CN2C(=O)C3CC=CCC3C2=O)c1 (configuration not stated),-2,-0.5,-0.3,-10,3,1,-12,-12,-2
CC1CCN(C(=O)CCNS(=O)(=O)c2ccc3c(c2)c(=O)n(C)c(=O)n3C)CC1,-3,-1.4,-0.5,-4,7,1,-6,-15,-6
O=C(CSc1cccc2cccnc12)Nc1ccc(S(=O)(=O)N2CCOCC2)cc1,-3,-1.3,0.5,-18,1,2,-7,38*,-16
CC(=O)C1C(c2ccccc2)c2c(n[nH]c2C)CC1(C)O (configuration not stated),-4,-0.2,-1.0,-9,3,5,-11,4,-8
CC(=O)Nc1ccc(SCC(=O)N(C)C2CCS(=O)(=O)C2)cc1 (configuration not stated),-4,0.8,-0.5,-18,17,2,-12,-6,-21
CCC(Oc1ccccc1F)C(=O)NCCCn1ccnc1 (configuration not stated),-11,0.7,0.5,-2,3,2,5,6,-6
COc1ccc(N(CC(=O)N2CCCC2)S(=O)(=O)c2ccc(NC(C)=O)cc2)cc1,2,0.3,0.7,-17,22,5,-24,8,-8
CC(C)COc1ccc(C(=O)N/C(=C\c2cccc([N+](=O)[O-])c2)C(=O)OC(C)C)cc1,-5,-0.5,0.0,9,-12,0,17,-28,-2
CCC1(C)SC(NC(C)=O)=NN1C(C)=O (configuration not stated),-5,0.5,1.2,3,-6,2,-6,4,2
Fc1ccccc1CCNc1nnnn1-c1ccccc1,0,1.0,1.3,-15,0,5,-4,1,-17
CCS(=O)(=O)N1CCC(C(=O)Oc2ccc(C(=O)OC)cc2)CC1,-3,2.5,0.2,-1,6,-2,0,-8,-3
Cc1ccc(OCCCCN2CCCC(C)C2)c([N+](=O)[O-])c1 (configuration not stated),-7,1.9,-0.1,7,-4,5,-9,-7,0
CCOc1ccccc1CN1CCNC(=O)C1CC(=O)NCCC1=CCCCC1 (configuration not stated),-4,-0.2,0.6,-3,8,20,-15,-30,-6
CCOC(=O)c1ccc(NC(=S)N(CCCN2CCN(CC)CC2)Cc2ccco2)cc1,-7,2.2,0.7,-9,2,4,-19,-16,0
CC(=O)N1C(=O)N(C(C)=O)C2C1N(C(C)=O)C(=O)N2C(C)=O (configuration not stated),-3,0.7,-0.4,-13,13,2,5,-7,3
Cc1c2ccccc2nc2ccccc12,-3,-2.4,-1.7,-4,1,5,-15,-33,0
